High-throughput results from PubChem BioAssay.
ROC1-CUL1 inh – blocks human RBX1-Cullin-1 di-ubiquitin formation. 140,000 compounds, 0.6% hits. in vitro K48 di-Ub FRET, acceptor:donor ratio, 45 min. P62877+Q13616. inhibition, % at 10 µM; in the data active = inhibition above about 25%
Target sequence (P62877 whole entry, looked up): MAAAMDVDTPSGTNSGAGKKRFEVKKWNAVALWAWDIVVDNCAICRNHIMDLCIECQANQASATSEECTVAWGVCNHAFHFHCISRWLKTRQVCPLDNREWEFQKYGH
Target sequence (Q13616 whole entry, looked up): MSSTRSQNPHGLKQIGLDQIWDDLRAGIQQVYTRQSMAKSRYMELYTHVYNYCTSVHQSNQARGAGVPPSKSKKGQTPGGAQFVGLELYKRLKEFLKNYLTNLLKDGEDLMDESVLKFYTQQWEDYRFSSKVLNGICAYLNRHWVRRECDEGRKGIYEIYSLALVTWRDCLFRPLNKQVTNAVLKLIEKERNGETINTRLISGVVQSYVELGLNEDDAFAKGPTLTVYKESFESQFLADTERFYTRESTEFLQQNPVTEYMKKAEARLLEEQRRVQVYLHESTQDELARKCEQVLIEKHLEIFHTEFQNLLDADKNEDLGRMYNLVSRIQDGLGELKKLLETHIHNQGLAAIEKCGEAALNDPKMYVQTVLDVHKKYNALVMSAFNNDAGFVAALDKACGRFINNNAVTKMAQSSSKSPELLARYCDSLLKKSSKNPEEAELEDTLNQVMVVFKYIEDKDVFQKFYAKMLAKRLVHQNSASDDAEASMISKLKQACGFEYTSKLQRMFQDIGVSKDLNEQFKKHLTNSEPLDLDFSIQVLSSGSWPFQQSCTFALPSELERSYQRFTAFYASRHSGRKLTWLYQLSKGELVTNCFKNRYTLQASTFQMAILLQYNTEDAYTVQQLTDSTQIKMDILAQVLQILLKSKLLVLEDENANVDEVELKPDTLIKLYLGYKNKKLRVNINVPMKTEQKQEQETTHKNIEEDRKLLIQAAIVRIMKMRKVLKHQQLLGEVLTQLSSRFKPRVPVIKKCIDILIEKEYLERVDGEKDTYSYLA
Starred values were filed as active, the others as inactive. The list is partial. The share of hits here may be higher or lower than overall.

ROC1-CUL1 inh,structure
-3,Cc1c(NC(=O)c2ccc(C)c3ccccc23)cccc1-c1nc2ncccc2o1
2,Cc1ccc(S(=O)(=O)NCCc2csc3nc(-c4ccccc4C)nn23)cc1
-5,COc1cc(OC)cc(C(=O)NCC2CCCN(Cc3nc4ccccc4[nH]3)C2)c1 (stereo not given)
4,COc1cccc(CNC(=O)c2cc(=O)[nH]c3ccc(S(=O)(=O)N4CCCC4)cc23)c1
0,O=C(Oc1cccc(N2C(=O)C3CCCCC3C2=O)c1)c1ccccc1 (stereo not given)
-3,CC(=O)CCC(=O)N1CCC2(CCCN(Cc3ccc(C(C)C)cc3)C2)C1 (stereo not given)
1,CC(=O)NC(Nc1ccc(Cl)cc1Cl)C(Cl)(Cl)Cl (stereo not given)
-14,CC(C)(C)C(=O)NC(=S)N1CCOCC1
1,O=C(CSc1nnc(CNc2ccccc2)n1-c1ccc(Cl)cc1Cl)N/N=C/c1c2ccccc2cc2ccccc12
4,O=C(Nc1ccc(F)cc1F)c1ccc2c(c1)CCN2S(=O)(=O)c1ccc(Cl)cc1
4,C=C(C)CNC(=O)C1CCCN(C2CCN(Cc3ccccc3)CC2)C1 (stereo not given)
13,Cc1ccc(S(=O)(=O)N2CCCCC2)c(C)c1NS(C)(=O)=O
1,Cc1cccc(OC(=O)c2cccs2)c1C
-2,COC(=O)c1cccc(NC(=O)C2CCCCC2)c1C
11,CC(=O)N1CN(C2CC(C)(C)NC(C)(C)C2)Cc2c1sc1c2CCCC1
7,Cc1cc(OCC(=O)N/N=C\c2c(C)[nH]n(-c3ccccc3)c2=O)ccc1Cl
-7,NS(=O)(=O)c1ccc(CCNCc2c(Cl)cccc2Cl)cc1
1,CCOc1ccc(S(=O)(=O)n2cc(C)nc2CC)c(C)c1C
1,CCN1CCN(c2nc3c(c(Nc4ccccc4)n2)C(=O)CCC3)CC1
-2,Cc1ccccc1-c1ccc2cccc(C)c2n1
1,COc1ccc(-c2n[nH]c(=O)c3ccccc23)cc1
-4,CCc1ccc(NC(=O)C2CCCN(S(=O)(=O)c3cccc4nsnc34)C2)cc1 (stereo not given)
4,Fc1ccccc1CSc1nncn1NCc1cccs1
-2,O=C(c1ccccc1)c1conc1C(=O)c1ccc(Br)cc1
4,COc1ccc(OCC(=O)Nc2nc(-c3ccc(C)cc3)cs2)cc1
0,O=C1NC(=S)N(c2cccc(F)c2)C(=O)/C1=C/c1ccc(Sc2ccc(Cl)cc2)o1
4,CC(C)c1ccccc1N1CCN(C(=O)Nc2ccccc2)CC1
7,CCOC(=O)c1nn(-c2ccc([N+](=O)[O-])cc2)c(=N)c(C#N)c1C
5,COc1cc(C)c(S(N)(=O)=O)cc1C(C)C
0,COc1ccc(-n2cnc3cc(C(=O)NC4CCCCCC4)ccc32)cc1
0,CC(=O)c1cccc(NC(=O)c2sc(Cl)nc2C)c1
8,CC(C)NS(=O)(=O)Cc1ccc(Cl)c(Cl)c1
3,COc1ccc(-c2ccc3c(N)c(C(=O)Nc4nc5ccccc5s4)sc3n2)cc1OC
-5,CCOC(=O)c1ccc(NS(=O)(=O)c2cc3c(cc2C)n(C)c(=O)c(=O)n3C)cc1
0,Cc1ccccc1NC(=O)C(C)Oc1cc(Cl)c(Cl)cc1Cl (stereo not given)
-4,CCCCNC(=O)Nc1ccccc1
2,O=C1CCCCN1CCC(=O)N1CCCC(CCc2ccc(F)cc2F)C1 (stereo not given)
2,CC(=O)c1ccc(NC(=O)C(C)Sc2nnc(CNc3cccc(Cl)c3)o2)cc1 (stereo not given)
2,C=CCC1NC2(CCCCC2)CC(C)c2ccccc21 (stereo not given)
13,COc1ccc(N2CCN(S(=O)(=O)CCNC(=O)c3c(F)cccc3Cl)CC2)cc1
-1,CCC(CC)C(=O)N1CCN(S(=O)(=O)c2cccs2)CC1
0,CCc1ccc(CNC(=O)c2sc3nc[nH]c(=O)c3c2C)cc1
6,CC(C)S(=O)(=O)c1ncc(CN2CCOCC2)n1CCc1ccccc1
7,CC1=NN(c2ccc3ccccc3c2)C(=O)/C1=C\c1ccc(C)s1
8,COc1ccccc1C(=O)Nc1ccncc1
5,O=C(Nc1ccc(N2CCCC2)c(Cl)c1)c1cc(I)ccc1Cl
5,COc1cccc(C2c3c(n[nH]c3-c3ccc(CC(C)C)cc3)OC(=N)C2C#N)c1 (stereo not given)
1,O=C(c1ccc2nc(C3CCCCC3)oc2c1)N1CCC(c2ccncc2)CC1
-3,COc1cccc(C2C(C(=O)Nc3cccnc3)C(C)=Nc3nc(SCc4ccccc4)nn32)c1 (stereo not given)
-2,Cc1ccc(-n2ncc(C(=O)NCCCN3CCN(C)CC3)c2C2CCN(C(=O)OC(C)(C)C)CC2)cc1
5,CCN1CCN(C2(C(=O)NCCCC3CCCC3)Cc3ccccc3C2)CC1
-7,CCc1nn2c(=O)cc(COc3ccc(/C=C(\C#N)C(=O)Nc4ccc(F)cc4)cc3OC)nc2s1
-2,CN(C(=O)Cn1nc(Cc2cccnc2)c2ccccc2c1=O)c1cccc(C(F)(F)F)c1
-1,O=C(Nc1cccc(O)c1)c1ccco1
-4,O=C(O)CSc1nc2c(cnn2-c2ccccc2)c(=O)n1-c1ccc(Br)cc1
-1,Cc1ccc(NC(=O)CSc2nc3c([nH]c4ccccc43)c(=O)n2-c2ccccc2)c(C)c1

(further entries)
ROC1-CUL1 inh,structure
-6,O=C1NC(=S)NC(=O)C1=Cc1cccc(OC(=O)c2cccc(F)c2)c1
0,CN(C)c1cc[n+](Cc2ccccn2)cc1
1,CC1(C)Cn2c(nnc2-c2cccc(O)c2)S1
-2,CCN(CC)C(=O)Sc1cncc(SC(=O)N(CC)CC)c1
-4,Cc1ccccc1NC(=O)CN(c1ccc(Cl)cc1Cl)S(=O)(=O)c1ccccc1
3,COc1ccccc1NC(=O)COc1c(C)cccc1C
2,COc1ccc(CCNC(=O)CCc2ccc(S(=O)(=O)NC(C)C)cc2)cc1OC
-3,CCOC(=O)c1c(NC(=O)C(F)(F)F)sc2c1CCCCCC2
5,FC(F)(F)c1cccc(Oc2ncnc3sc4c(c23)CCCCC4)c1
12,CCc1nnc2sc(-c3cccc(C(F)(F)F)c3)nn12
0,O=C(O[C@@H]1CCCC[C@H]1O)c1ccccc1
4,CC(=O)Nc1c(C(=O)N2CCCCCC2)cnn1-c1ccccc1Cl
4,Cc1ccc(-n2cc(C(=O)Oc3ccc(F)cc3)c3ccccc3c2=O)cc1
5,COCCOc1ccc(C(=O)Nc2cccc(C)c2)cc1
-4,CC(=O)Nc1ccc(C2=NNC(=O)CC2)cc1
-1,O=C(NCC1(c2ccccc2)CCCC1)C1CC12CCN(C(=O)/C=C/c1ccccc1)CC2 (stereo not given)
0,Cc1cccc(Nc2nnc(-c3cc4ccc(O)cc4oc3=O)s2)c1
1,Cc1ccc(C)c(S(=O)(=O)N(C)CC(=O)NC2CCCC2)c1
0,O=C(O)c1cc2cc(Br)ccc2s1
1,CCOc1ccc2nc(SCc3ccc(Cl)cc3)sc2c1
-1,Cc1nc(-c2ccc(F)cc2)sc1CCNC(=O)c1ccccc1
-3,Cn1c2ccccc2c2cnn(CC(=O)NCCCN3CCCCC3)c(=O)c21
3,Cc1cc(I)cc(C)c1NC(=O)CSc1ncn[nH]1
-9,Cc1ccc(S(=O)(=O)CNCS(=O)(=O)c2ccc(C)cc2)cc1
-3,FC(F)(F)c1ccc(-c2nnc(-c3cccnc3)o2)cc1
1,Cc1nc(C)c(-c2ccc(SCC(=O)Nc3ccc(Br)cc3)nn2)s1
5,CCCN1CCC(Oc2cc(OC)ccc2C(=O)N2CCCC2)CC1
7,Cc1ccc(N2C(=O)C3C(c4cccc(Cl)c4)OC4(C(=O)c5ccccc5C4=O)C3C2=O)cc1Cl (stereo not given)
5,CC(=O)N(C)c1ccc(Br)cc1C(=O)O
-1,CC(C)(C)c1ccc(OCC(=O)NCC2(N3CCOCC3)CCCCC2)cc1
-5,Cc1nn(C(=O)c2ccc(COc3ccccc3Br)o2)c(C)c1Br
-3,COc1cc(Cl)nn(-c2ccccc2)c1=O
4,CCOc1ccccc1C(=O)Nc1c(C(=O)Nc2ccc(F)cc2)oc2ccccc12
-3,C1=C[C@@H]2[C@@H](CNc3nncc(-c4ccccc4)n3)C[C@@H]1C21CC1
3,COC(=O)C1CCCCN1Cc1ccc2c(c1)CN(C(=O)CN1CCOC1=O)CCO2 (stereo not given)
4,CCCCCCNS(=O)(=O)c1ccc(NC(=O)c2cccc(NC(=O)C(C)C)c2)cc1
-9,CC(=O)N1CCN(c2ncccc2CNCc2cc3ccccc3o2)CC1
-4,CN(C)c1ccc(CN(Cc2ccco2)C(=O)COc2ccc(F)cc2)cc1
3,COc1ccc(NCc2cc3cc4c(cc3n(CC(=O)Nc3ccc(F)cc3F)c2=O)OCO4)cc1
-5,Cc1cccc(C)c1NC(=O)CN(c1ccc(Cl)c(Cl)c1)S(=O)(=O)c1ccccc1
3,O=C(Nc1nc2ccc(Cl)cc2s1)c1cc(=O)c2ccccc2o1
8,CCc1ccc(S(N)(=O)=O)c(CC)c1
2,CCOc1ccc(NC(=O)c2c(NC(=O)c3ccco3)sc3c2CCC(C(C)(C)C)C3)cc1 (stereo not given)
-3,COc1cc(C(=O)Nc2ccccc2OCc2cc(=O)n3c(C)csc3n2)cc(OC)c1OC
-1,CCC(Oc1cc(C)ccc1Cl)C(=O)NC1CCN(CC)CC1 (stereo not given)
4,C=CCN1CCN(C(=O)C(C)Oc2ccc(Cl)c(C)c2)CC1 (stereo not given)
-2,COC(=O)c1ccc(CNC2CCN(c3ccc(C(=O)NC4CCCC4)cc3)CC2)cc1
3,Cc1noc2ncnc(NCc3ccccc3Cl)c12
1,CCc1ccc(NC(=O)CCCc2nnc3n(C(C)CC)c(=O)c4sccc4n23)cc1 (stereo not given)
5,O=C1N=C(N2CCOCC2)S/C1=C/c1ccc(-c2ccccc2Cl)o1
5,Cc1cccc2sc3ccnc(C)c3c12
-5,CCc1ccccc1N1C(=O)c2ccc(C(=O)OCC(=O)C(C)(C)C)cc2C1=O
0,Cc1cccc(-c2nc(C)c(CCNC(=O)C(=O)Nc3c(C)cc(C)cc3C)s2)c1
9,CCCCOc1ccc(/C=C2\C(=O)ON=C2c2ccccc2)cc1OC
7,CCc1ccc2oc(=O)cc(-c3cc4ccccc4o3)c2c1
-4,COc1ccc(-n2c(=O)c3c4c(sc3n(Cc3ccccc3)c2=O)CCC4)c(OC)c1

Additional structures follow.
ROC1-CUL1 inh,structure
-4,CCOC(=O)C1C(=O)CC(=O)CC1c1ccccc1 (stereo not given)
-14,CCCCC(CC)CNC(=O)CCCCCn1c(=O)[nH]c2ccsc2c1=O (stereo not given)
3,COC(=O)c1cc2occc2n1Cc1nc(-c2ccccc2C)oc1C
-2,CCOC(=O)c1c(N=CC2C(=O)N(c3ccccc3)N=C2C)sc2c1CCCCC2 (stereo not given)
-2,O=C(Nc1ccc(Oc2ccccc2F)cc1)C1CCN(CC2CC2)CC1
7,CCN(C(=O)CCS(=O)(=O)c1cc(Br)cc2c1N(C(=O)C1CC1)CC2)c1cccc(C)c1
-7,O=C(Nc1nnc(N=Nc2ccccc2)s1)c1ccccc1
0,O=C(CN1C(=O)C2C3CCC(C3)C2C1=O)Nc1cc(Cl)ccc1Cl (stereo not given)
-4,COCCCn1c(-c2ccc(Cl)cc2)cn2c3c(=O)n(C)c(=O)n(C)c3nc12
3,Cc1cc(C)c(C2=NNC(O)(C(F)(F)F)C2)c(C)c1 (stereo not given)
-9,COc1ccc(-c2nnc(SCC(=O)N/N=C\c3ccc(OC)c(OCc4ccccc4)c3)n2-c2ccccc2)cc1
-11,Cc1cc(C)cc(NC(=O)C(Cc2ccccc2)N2Cc3ccccc3C2=O)c1 (stereo not given)
5,COc1ccc2[nH]cc(CCNC(=O)c3cnn(-c4ccccc4Cl)c3C3CCN(C(=O)OC(C)(C)C)CC3)c2c1
-2,CCCCCCCCCCCCS(=O)(=O)CC(O)c1ccccc1 (stereo not given)
1,CCOC(=O)C1(C/C=C/c2ccccc2)CCCN(C)C1 (stereo not given)
-10,CCOC(=O)C1=C(c2ccccc2)N=c2s/c(=C\c3cc(C)n(C4CCCCC4)c3C)c(=O)n2C1c1cccs1 (stereo not given)

Compounds shown so far that have a thiophene ring, fused or not (17):
ROC1-CUL1 inh,structure
1,Cc1cccc(OC(=O)c2cccs2)c1C
11,CC(=O)N1CN(C2CC(C)(C)NC(C)(C)C2)Cc2c1sc1c2CCCC1
4,Fc1ccccc1CSc1nncn1NCc1cccs1
3,COc1ccc(-c2ccc3c(N)c(C(=O)Nc4nc5ccccc5s4)sc3n2)cc1OC
-1,CCC(CC)C(=O)N1CCN(S(=O)(=O)c2cccs2)CC1
0,CCc1ccc(CNC(=O)c2sc3nc[nH]c(=O)c3c2C)cc1
7,CC1=NN(c2ccc3ccccc3c2)C(=O)/C1=C\c1ccc(C)s1
-3,CCOC(=O)c1c(NC(=O)C(F)(F)F)sc2c1CCCCCC2
5,FC(F)(F)c1cccc(Oc2ncnc3sc4c(c23)CCCCC4)c1
0,O=C(O)c1cc2cc(Br)ccc2s1
2,CCOc1ccc(NC(=O)c2c(NC(=O)c3ccco3)sc3c2CCC(C(C)(C)C)C3)cc1 (stereo not given)
1,CCc1ccc(NC(=O)CCCc2nnc3n(C(C)CC)c(=O)c4sccc4n23)cc1 (stereo not given)
5,Cc1cccc2sc3ccnc(C)c3c12
-4,COc1ccc(-n2c(=O)c3c4c(sc3n(Cc3ccccc3)c2=O)CCC4)c(OC)c1
-14,CCCCC(CC)CNC(=O)CCCCCn1c(=O)[nH]c2ccsc2c1=O (stereo not given)
-2,CCOC(=O)c1c(N=CC2C(=O)N(c3ccccc3)N=C2C)sc2c1CCCCC2 (stereo not given)
-10,CCOC(=O)C1=C(c2ccccc2)N=c2s/c(=C\c3cc(C)n(C4CCCCC4)c3C)c(=O)n2C1c1cccs1 (stereo not given)
